High-throughput results (PubChem)
XIAP antagonists: XIAP antagonists, biochemical, IAP family, fluorescence polarization (AID 1018); XIAP BIR domain, fluorescence polarization peptide displacement; higher % means a stronger effect; 200,000 compounds, 0.007% hits; displacement, % at 20 µM, or IC50 in µM where a hit was titrated; in the data active = displacement above about 50%; also: a part of the inactive calls stands beside numbers as strong as those of hits
Yfh1-off respiration: enhancers of respiration in Yfh1-depleted yeast, dose response, Friedreich's ataxia, plus single-dose screen (AID 1465); S. cerevisiae Yfh1-off respiration, WST-1 reduction, 72 h; higher fold induction means a stronger effect; one-dose fold induction at 50 µM; EC50 in µM for titrated hits; 220,000 compounds, 0.074% hits;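 active = fold induction of absorbance versus untreated yeast above a set limit, then at least 30% activation at any dose in follow-up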;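 also: activators that raise dye reduction in frataxin-depleted yeast; strong numbers were not always called active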
P. falciparum M17LAP: P. falciparum M17LAP inhibitors, primary screen, biochemical, fluorogenic H-Leu-NHMec substrate, 1536-well (AID 1619); inhibition, % at 30 µM, or IC50 in µM where a hit was titrated; recombinant M17LAP, H-Leu-NHMec fluorogenic kinetic assay; higher % means a stronger effect; 220,000 compounds, 0.38% hits;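 active = compound inhibiting the enzyme by more than half at any dose during confirmatory dose-response retesting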;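 also: plate controls were full reaction with DMSO carrier for no effect and no enzyme background for full effect; strong numbers were not always called active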
WT yeast gro inh: growth inhibition of WT yeast, mitochondrial fusion screen. mitochondrial fusion phenotypic screen, WT strain. inhibition, % at 10 µM. 190,000 compounds, 2.1% hits. AID 1362; in the data active = inhibition above about 58%; tested in S. cerevisiae
M1AAP inhibition: P. falciparum M1AAP inhibitors, biochemical, fluorogenic H-Leu-NHMec substrate, 1536-well (AID 1445) | 220,000 compounds, 0.42% hits | recombinant M1AAP, H-Leu-NHMec fluorogenic kinetic assay; higher % means a stronger effect | one-dose inhibition, % at 30 µM; IC50 in µM for titrated hits;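 active = primary inhibition above the hit cutoff, then over 50% inhibition at one or more dose response concentrations, cut at about 23% in these data, passing the limit was not always enough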;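 also: plate controls were DMSO full reaction for no effect and no enzyme background for full effect; strong numbers were not always called active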
human PMI inhibitors: human PMI inhibitors, high substrate, primary screen, biochemical, fluorescence intensity, high mannose 6-phosphate (AID 1220) | recombinant PMI enzyme, coupled fluorescence intensity; higher % means a stronger effect | 190,000 compounds, 0.66% hits | one-dose inhibition, % at 20 µM; IC50 in µM for titrated hits
LYP inhibition: inhibitors of LYP phosphatase, biochemical, fluorescence intensity, uHTS (AID 1779). recombinant LYP phosphatase, fluorescence intensity; higher % means a stronger effect. 290,000 compounds, 0.054% hits. inhibition, % at 11.5 µM; hits with a dose series show IC50 in µM;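 also: plate controls were vehicle with enzyme for no effect and no enzyme for full effect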
human PMI inhibition: MPI enzyme activity inhibition – biochemical, fluorescence intensity, coupled assay, primary screen (AID 1209) | 190,000 compounds, 0.42% hits | purified PMI enzyme, coupled fluorescence intensity; higher % means a stronger effect | one-dose inhibition, % at 20 µM; IC50 in µM for titrated hits;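 also: plate controls were DMSO vehicle for no effect and wells lacking substrate for full effect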
TNAP activators: human TNAP enzyme activators, primary screen, biochemical, luminescent, no phosphate acceptor, uHTS (AID 1001); 200,000 compounds, 0.03% hits; one-dose activation fold at 20 µM; EC50 in µM for titrated hits; purified TNAP, luminescent activation assay, no phosphate acceptor; higher activation fold means a stronger effect; in the data active = activation fold from about 3, or a potency from the dose series; inactive = the rest, 99 in 100 with activation fold below about 1.6; also: many of its hits are not listed in these tables
WT yeast gro inh mutant strain: further read-out of WT yeast gro inh, marked with its call; inhibition, %; mitochondrial fusion phenotypic screen, mutant strain inhibition
* hit, by the source's call. Rule as the data show it, unless noted: active = inhibition above about 50%; inactive = the rest.

Results for Nc1ccc(S(=O)(=O)Nc2nccc(/C=C/c3ccccc3F)n2)cc1 ?
XIAP antagonists: -3.3%; Yfh1-off respiration: inactive; P. falciparum M17LAP: 1%; WT yeast gro inh: -5; M1AAP inhibition: 15%; human PMI inhibitors: -3%; LYP inhibition: 2%; human PMI inhibition: 2%; TNAP activators: 1.1; WT yeast gro inh mutant strain: 4

What do the screens show for `COc1ccc(NC(=S)Nc2cccc(Cl)c2Cl)cc1OC`?
XIAP antagonists: -0.4%; Yfh1-off respiration: inactive; P. falciparum M17LAP: 3%; WT yeast gro inh: -10; M1AAP inhibition: 11%; human PMI inhibitors: 41%; LYP inhibition: 0%; human PMI inhibition: 10%; TNAP activators: 1; WT yeast gro inh mutant strain: 4

Results for c1ccc2c(c1)OCC(CNc1ncnc3nc[nH]c13)O2 (stereo not given) ?
XIAP antagonists: -2.7%; Yfh1-off respiration: inactive; P. falciparum M17LAP: 6%; WT yeast gro inh: 6; M1AAP inhibition: -3%; human PMI inhibitors: 9%; LYP inhibition: -5%; human PMI inhibition: 7%; TNAP activators: 2.1; WT yeast gro inh mutant strain: -6

What do the screens show for `CCN(C(=O)COC(=O)c1cc(-c2ccc(C)o2)nc2ccccc12)C1CCS(=O)(=O)C1` (stereo not given)?
XIAP antagonists: -0.3%; Yfh1-off respiration: inactive; P. falciparum M17LAP: -5%; WT yeast gro inh: 1; M1AAP inhibition: 7%; human PMI inhibitors: -37%; LYP inhibition: 1%; human PMI inhibition: -21%; TNAP activators: 1.2; WT yeast gro inh mutant strain: 10

How did CCC(=O)Nc1ccc2c(c1)nc(CCN1CCN(c3ccccc3)CC1)n2C do in these assays?
Yfh1-off respiration: inactive; P. falciparum M17LAP: -3%; M1AAP inhibition: 2%; LYP inhibition: -1%

How did O=C(O)c1ccc(C(=O)c2ccc3c(c2)C(=O)N(CCO)C3=O)cc1 do in these assays?
Yfh1-off respiration: inactive; P. falciparum M17LAP: 1%; M1AAP inhibition: 4%; LYP inhibition: -4%

Results for CCc1nc(-c2ccc(-c3ccc(OC)cc3)nc2OC)no1 ?
XIAP antagonists: -7.7%; Yfh1-off respiration: inactive; P. falciparum M17LAP: -6%; WT yeast gro inh: 12; M1AAP inhibition: 3%; human PMI inhibitors: 8%; LYP inhibition: -8%; human PMI inhibition: 14%; TNAP activators: 1; WT yeast gro inh mutant strain: 16

How did Cn1cccc1C(=O)C(=O)Nc1cc(Cl)cc(Cl)c1 do in these assays?
XIAP antagonists: -4.4%; Yfh1-off respiration: inactive; P. falciparum M17LAP: 6%; WT yeast gro inh: 10; M1AAP inhibition: 0%; human PMI inhibitors: 11%; LYP inhibition: -9%; human PMI inhibition: 9%; TNAP activators: 1.1; WT yeast gro inh mutant strain: -3

What do the screens show for `C=CCNc1c2c(nc3nnnn13)CCCC2`?
XIAP antagonists: -3.0%; Yfh1-off respiration: inactive; P. falciparum M17LAP: 8%; WT yeast gro inh: 6; M1AAP inhibition: 8%; human PMI inhibitors: -3%; LYP inhibition: -1%; human PMI inhibition: -9%; TNAP activators: 1.1; WT yeast gro inh mutant strain: -3

What do the screens show for `O=C(c1ccc(CSc2ccccc2)cc1)N1CCCCCC1`?
XIAP antagonists: -20%; Yfh1-off respiration: inactive; P. falciparum M17LAP: -5%; WT yeast gro inh: 39; M1AAP inhibition: -2%; human PMI inhibitors: 1%; LYP inhibition: -3%; human PMI inhibition: 4%; TNAP activators: 1; WT yeast gro inh mutant strain: 19

Results for Cc1cc(C)n(/N=C/c2c[nH]c3ccccc23)c(=O)c1C#N ?
XIAP antagonists: -2.1%; Yfh1-off respiration: inactive; P. falciparum M17LAP: 10%; WT yeast gro inh: 4; M1AAP inhibition: 5%; human PMI inhibitors: -3%; LYP inhibition: -7%; human PMI inhibition: -5%; TNAP activators: 1.2; WT yeast gro inh mutant strain: 1

Results for COc1ccc(C(=O)N(CN2CCCC2=O)c2ccc(C)cc2)cc1 ?
XIAP antagonists: -0.1%; Yfh1-off respiration: inactive; P. falciparum M17LAP: -7%; WT yeast gro inh: -26; M1AAP inhibition: 3%; human PMI inhibitors: -14%; LYP inhibition: -8%; human PMI inhibition: -17%; TNAP activators: 1; WT yeast gro inh mutant strain: -30

Continued; the last 3 above are carried over.
What do the screens show for `O=C(c1ccc(CSc2ccccc2)cc1)N1CCCCCC1`?
XIAP antagonists: -20%; Yfh1-off respiration: inactive; P. falciparum M17LAP: -5%; WT yeast gro inh: 39; M1AAP inhibition: -2%; human PMI inhibitors: 1%; LYP inhibition: -3%; human PMI inhibition: 4%; TNAP activators: 1; WT yeast gro inh mutant strain: 19

Results for Cc1cc(C)n(/N=C/c2c[nH]c3ccccc23)c(=O)c1C#N ?
XIAP antagonists: -2.1%; Yfh1-off respiration: inactive; P. falciparum M17LAP: 10%; WT yeast gro inh: 4; M1AAP inhibition: 5%; human PMI inhibitors: -3%; LYP inhibition: -7%; human PMI inhibition: -5%; TNAP activators: 1.2; WT yeast gro inh mutant strain: 1

Results for COc1ccc(C(=O)N(CN2CCCC2=O)c2ccc(C)cc2)cc1 ?
XIAP antagonists: -0.1%; Yfh1-off respiration: inactive; P. falciparum M17LAP: -7%; WT yeast gro inh: -26; M1AAP inhibition: 3%; human PMI inhibitors: -14%; LYP inhibition: -8%; human PMI inhibition: -17%; TNAP activators: 1; WT yeast gro inh mutant strain: -30

How did CN(C)CCNc1ccc(Cl)cc1[N+](=O)[O-] do in these assays?
XIAP antagonists: -0.4%; Yfh1-off respiration: inactive; P. falciparum M17LAP: 5%; WT yeast gro inh: -20; M1AAP inhibition: 0%; human PMI inhibitors: 2%; LYP inhibition: -6%; human PMI inhibition: 5%; TNAP activators: 0.8; WT yeast gro inh mutant strain: -18

How did O=C(NCCCN1CCCC1=O)c1cccnc1 do in these assays?
XIAP antagonists: -6.4%; Yfh1-off respiration: inactive; P. falciparum M17LAP: 0%; WT yeast gro inh: -10; M1AAP inhibition: -2%; human PMI inhibitors: 21%; LYP inhibition: -1%; human PMI inhibition: 19%; TNAP activators: 1; WT yeast gro inh mutant strain: -13

Results for N#Cc1cc(-c2ccccc2)cn(Cc2c(Cl)cccc2Cl)c1=O ?
XIAP antagonists: -17%; Yfh1-off respiration: inactive; P. falciparum M17LAP: 0%; WT yeast gro inh: -11; M1AAP inhibition: 10%; human PMI inhibitors: 11%; LYP inhibition: -2%; human PMI inhibition: 8%; TNAP activators: 1; WT yeast gro inh mutant strain: 8

Results for O=C(Cn1cnc2cc([N+](=O)[O-])ccc2c1=O)Nc1ccc2c(c1)OCO2 ?
XIAP antagonists: -2.0%; Yfh1-off respiration: inactive; P. falciparum M17LAP: 7%; WT yeast gro inh: -1; M1AAP inhibition: 7%; human PMI inhibitors: 25%; LYP inhibition: 0%; human PMI inhibition: 7%; TNAP activators: 1.1; WT yeast gro inh mutant strain: -6

How did O=C(c1ccco1)N1CCN(c2cccc(Cl)c2)CC1 do in these assays?
XIAP antagonists: -2.8%; Yfh1-off respiration: inactive; P. falciparum M17LAP: 13%; WT yeast gro inh: 8; M1AAP inhibition: 8%; human PMI inhibitors: 10%; LYP inhibition: -6%; human PMI inhibition: 11%; TNAP activators: 1.1; WT yeast gro inh mutant strain: 0

Results for Cc1nn(C(=O)CCCn2cc([N+](=O)[O-])cn2)c(C)c1Cl ?
XIAP antagonists: -4.6%; Yfh1-off respiration: inactive; P. falciparum M17LAP: 7%; WT yeast gro inh: -1; M1AAP inhibition: 2%; human PMI inhibitors: -10%; LYP inhibition: -10%; human PMI inhibition: -13%; TNAP activators: 1; WT yeast gro inh mutant strain: 18

What do the screens show for `CC1CN(C(=O)C(C)N2C(=O)c3ccccc3C2=O)CC(C)O1` (stereo not given)?
XIAP antagonists: -6.4%; Yfh1-off respiration: inactive; P. falciparum M17LAP: -4%; WT yeast gro inh: -10; M1AAP inhibition: 14%; human PMI inhibitors: 7%; LYP inhibition: -2%; human PMI inhibition: 5%; TNAP activators: 1; WT yeast gro inh mutant strain: -1

What do the screens show for `COc1cccc(C(=O)N2CCC(O)(c3cccnc3)CC2)c1`?
XIAP antagonists: -0.7%; Yfh1-off respiration: inactive; P. falciparum M17LAP: 25%; WT yeast gro inh: 12; M1AAP inhibition: -6%; human PMI inhibitors: 5%; LYP inhibition: -9%; human PMI inhibition: 2%; TNAP activators: 0.9; WT yeast gro inh mutant strain: -8

Results for Cc1cc(C)cc(C(=O)NCC(=O)OCc2cc([N+](=O)[O-])cc3c2OCOC3)c1 ?
XIAP antagonists: -4.0%; Yfh1-off respiration: inactive; P. falciparum M17LAP: 0%; WT yeast gro inh: 0; M1AAP inhibition: 0%; human PMI inhibitors: -13%; LYP inhibition: -5%; human PMI inhibition: -6%; TNAP activators: 1; WT yeast gro inh mutant strain: 3

What do the screens show for `OC(CNCc1ccco1)Cn1c2ccc(Br)cc2c2cc(Br)ccc21` (stereo not given)?
XIAP antagonists: -5.4%; Yfh1-off respiration: inactive; P. falciparum M17LAP: -5%; WT yeast gro inh: -26; M1AAP inhibition: 5%; human PMI inhibitors: 13%; LYP inhibition: -13%; human PMI inhibition: 18%; TNAP activators: 1; WT yeast gro inh mutant strain: -10

How did COc1cc(C(=O)N(CCCO)Cc2cc3ccc(C)c(C)c3[nH]c2=O)cc(OC)c1OC do in these assays?
XIAP antagonists: -1.2%; Yfh1-off respiration: inactive; P. falciparum M17LAP: 11%; WT yeast gro inh: -18; M1AAP inhibition: 12%; human PMI inhibitors: -12%; LYP inhibition: -2%; human PMI inhibition: -1%; TNAP activators: 1.1; WT yeast gro inh mutant strain: -8

Results for Oc1ccc(-c2csc(-c3cccnc3)n2)c(O)c1 ?
XIAP antagonists: -4.2%; Yfh1-off respiration: inactive; P. falciparum M17LAP: 9%; WT yeast gro inh: -5; M1AAP inhibition: 9%; human PMI inhibitors: -4%; LYP inhibition: -4%; human PMI inhibition: -8%; TNAP activators: 1.1; WT yeast gro inh mutant strain: 11

How did O=C1CN(C(=O)COc2ccc(Br)cc2F)c2ccccc2N1 do in these assays?
XIAP antagonists: -3.4%; Yfh1-off respiration: inactive; P. falciparum M17LAP: -5%; WT yeast gro inh: -18; M1AAP inhibition: 7%; human PMI inhibitors: 5%; LYP inhibition: -7%; human PMI inhibition: 14%; TNAP activators: 1; WT yeast gro inh mutant strain: -3

How did COC(=O)/C(=N/Nc1ccccc1C)Sc1nnc(C(O)c2ccccc2)n1-c1ccccc1 (stereo not given) do in these assays?
XIAP antagonists: -16%; Yfh1-off respiration: inactive; P. falciparum M17LAP: 8%; WT yeast gro inh: -7; M1AAP inhibition: 17%; human PMI inhibitors: 4%; LYP inhibition: -7%; human PMI inhibition: 11%; TNAP activators: 1.1; WT yeast gro inh mutant strain: -1

How did CNC(=S)N/N=C1\C(=O)c2cccc3cccc1c23 do in these assays?
XIAP antagonists: -2.4%; Yfh1-off respiration: inactive; P. falciparum M17LAP: 11%; WT yeast gro inh: 31; M1AAP inhibition: -1%; human PMI inhibitors: 6%; LYP inhibition: 0%; human PMI inhibition: 11%; TNAP activators: 0.8; WT yeast gro inh mutant strain: 30
